Rab9 promoter act: activates the Rab9 promoter; Huh7 Rab9 promoter-luciferase reporter, luminescence, 24 h; Potency, µM (highest dose often 9.22 µM), inactives show top-dose activation, negative = inhibition, actives largely listed as activators; hit rate 2.8% among 320,000; further: potency means the concentration at half of the fitted maximal effect; % of control where 0% means no effect; nearly all actives have a fitted effect of over 60% in size
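Cells were plated at 1500 per well in reduced-serum medium with 10% FBS and left 2 h. Compound in DMSO was then added for 24 h at 37 °C. Reporter signal was read by luminescence after 10 min with luciferase detection reagent.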
MBNL1 CUG block: blocks human MBNL1 binding to CUG repeat RNA. Q9NR56. TR-FRET MBNL1-His/biotin-(CUG)12 binding, 665/545 ratio. Potency, µM (series often up to 57.5 µM), for inactives: top-dose activity change, negative = inhibition, hits mostly inhibitors. hit rate 0.036% among 280,000. AID 2675; active means well fitted inhibition curve with a large enough effect in the signal ratio, with a control signal flat, not every such curve was filed as active; inconclusive means small, poorly fitted or top-dose-only effect, or effect the other way, or a change in a side signal; inactive means no such curve, though single readings can be large or run the other way; the % refers to the signal ratio; further: potency means the concentration at half of the fitted maximal effect; on the % scale 0 is the no-effect control and ±100 the full control effect
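MBNL1-His + Biotin-(CUG)12, cpd titration 92 nM–58 uM; Tb anti-His Ab 0.055 ng/ul, SA-XL665 5 nM (final); 60 min RT; ratiometric 665/545 nm, Ex 340 nm; normalized to buffer and full-complex controls.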
Mito fusion yeast: inhibitors of mitochondrial division or activators of mitochondrial fusion | hit rate 0.23% among 320,000 | S. cerevisiae fusion-defective mutant growth rescue, CellTiterGlo 48 h | Potency, µM (doses to about 46.1 µM), inactives show top-dose growth rescue (activation), hits mostly activators;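 further: potency means the concentration at half of the fitted maximal effect; % of control where 0% means no effect; nearly all actives have a fitted effect of over 45% in size; temperature-sensitive fusion mutants such as fzo1-1 at 37 °C on non-fermentable ethanol glycerol medium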
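Yeast fusion mutant, YPEG (non-fermentable carbon), compound, 48 h at 37C non-permissive; CellTiterGlo added, 10 min RT, luminescence read. Rescued growth = division inhibition.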
RORgamma inh: inhibitors of mouse ROR gamma transcriptional activity; P51450; Drosophila S2 Gal4-RORgamma UAS-luciferase reporter, 20 h; Potency, µM (doses to about 53.6 µM), for the others: at the highest dose activity change, negative = inhibition, most hits filed as inhibitors; hit rate 5.4% among 310,000; AID 2551; further: potency means the concentration at half of the fitted maximal effect; on the % scale 0 is the no-effect control and ±100 the full control effect; nearly all actives have a fitted effect of over 60% in size
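Compounds are pin-transferred onto Drosophila Schneider cells expressing a copper-inducible Gal4–ROR gamma transactivation domain fusion. After 1 hr, copper sulfate is added to 700 uM final; luciferase is read 20 hr later.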
NPC1 promoter act: NPC1 promoter activation; Huh7 NPC1 promoter luciferase reporter, 24 h; Potency, µM (titrated, usually from 9.22 µM), for the others: at the top dose activation, hits mostly activators; hit rate 2.4% among 320,000; AID 485313;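 further: potency means the concentration at half of the fitted maximal effect; % of control where 0% means no effect; nearly all actives have a fitted effect of over 60% in size; reporter is driven by a mutant NPC1 promoter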
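Compounds in DMSO were transferred onto Huh7 NPC1-luciferase reporter cells pre-incubated 2 h; after 24 h at 37 °C, Amplite reagent was dispensed and luminescence recorded 10 min later.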
Gal4-VP16 FLuc: inhibits Gal4-VP16 luciferase reporter, ROR gamma counter-screen. Drosophila S2 Gal4-VP16 UAS-luciferase, luminescence, 20 h. Potency, µM (top dose mostly 53.6 µM), for the others: top-dose activity, negative = inhibition, hits mostly inhibitors. hit rate 3.5% among 310,000;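 further: Gal4-VP16 expression switched on by copper sulfate through the metallothionein promoter; potency means the concentration at half of the fitted maximal effect; on the % scale 0 is the no-effect control and ±100 the full control effect; nearly all actives have a fitted effect of over 50% in size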
PKM2 activator: activators of human pyruvate kinase M2. purified PKM2, Kinase-Glo ATP luminescence, activation; response scale: 0% is enzyme alone, no compound. Potency, µM (doses to about 57.5 µM), for inactives: at the top dose activation, hits mostly activators. hit rate 0.34% among 260,000. P14618; further: potency means the concentration at half of the fitted maximal effect; on the % scale 0 is the no-effect control and ±100 the full control effect; nearly all actives have a fitted effect of over 55% in size
Target sequence (P14618 whole entry, looked up): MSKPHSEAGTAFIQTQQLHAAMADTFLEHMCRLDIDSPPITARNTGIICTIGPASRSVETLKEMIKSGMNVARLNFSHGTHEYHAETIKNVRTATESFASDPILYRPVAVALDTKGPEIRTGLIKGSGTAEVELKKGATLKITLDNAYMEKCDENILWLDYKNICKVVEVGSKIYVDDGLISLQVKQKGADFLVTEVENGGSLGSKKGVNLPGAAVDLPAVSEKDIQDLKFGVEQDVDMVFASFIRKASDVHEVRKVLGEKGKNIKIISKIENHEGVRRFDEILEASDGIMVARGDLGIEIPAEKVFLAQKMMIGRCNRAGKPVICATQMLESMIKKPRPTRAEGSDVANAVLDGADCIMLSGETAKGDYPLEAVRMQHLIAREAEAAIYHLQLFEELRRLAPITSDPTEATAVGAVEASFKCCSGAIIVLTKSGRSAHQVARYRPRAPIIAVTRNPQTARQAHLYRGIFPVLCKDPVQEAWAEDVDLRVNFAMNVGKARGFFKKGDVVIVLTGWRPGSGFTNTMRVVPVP
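hPK-M2, >95% pure; 0.1 mM ADP / 0.5 mM PEP final; imidazole pH7.2 buffer w/ 7 mM MgCl2, 50 mM KCl; 1 h RT; Kinase-Glo lum. Intermediate enzyme activity for dual inhibitor/activator qHTS.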
ELG1 DNA repair: blocks ELG1-dependent DNA repair in HEK293T cells | hit rate 2.3% among 330,000 | HEK293T ELG1-luciferase reporter, luminescence, 16 h; DNA damage induced by 5-fluorouridine | Potency, µM (titrated, usually from 46.1 µM), without a hit: top-dose activity change, negative = inhibition, usual class: inhibitors; further: potency means the concentration at half of the fitted maximal effect; on the % scale 0 is the no-effect control and ±100 the full control effect; nearly all actives have a fitted effect of over 55% in size
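Luminescence from the luciferase reporter, measured 30 min after ONE-Glo reagent at room temperature, was the read-out. Beforehand, 2,000 cells per well were exposed for 16 hr at 37 °C to 5-fluorouridine together with compound or vehicle.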
KCNH2 3.1 inh: KCNH2 3.1 (human) potassium channel inhibition | hit rate 0.95% among 340,000 | AID 720553 | U2OS KCNH2 3.1, thallium flux FluxOr; stronger effect = lower value | activity change, % (tested at about 1.8 µM);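 active means maximum activity change below -70%; inconclusive means maximum activity change from -70% to -50%; inactive means maximum activity change above -50%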;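 further: thallium influx rate constant from kinetic fluorescence after stimulation buffer; on the % scale 0 is the no-effect control and ±100 the full control effect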
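Channel expression came from 3.1 mutant virus (1.77 x 10^8 /mL) applied to suspended U2OS cells for 4 h. Flux was tracked with FluxOr dye plus Red40 quencher, and kinetic rate constants normalized to controls.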
Menin MLL FP TR: inhibitors of human menin-MLL interaction, mutant MLL peptide; Menin + Texas Red MLL mutant peptide, fluorescence polarization; Potency, µM (titrated, usually from 61.6 µM), for inactives: at the top dose FP activity change, negative = inhibition, usual class: inhibitors; hit rate 0.23% among 270,000; active means well fitted inhibition curve with a large enough effect in the polarisation, with a control signal flat, not every such curve was filed as active; inconclusive means small, poorly fitted or top-dose-only effect, or effect the other way, or a change in a side signal; inactive means no such curve, though single readings can be large or run the other way; the % refers to the polarisation; further: potency means the concentration at half of the fitted maximal effect; % of control where 0% means no effect; many of its hits are not listed in these tables
Target sequence (O00255 whole entry, looked up): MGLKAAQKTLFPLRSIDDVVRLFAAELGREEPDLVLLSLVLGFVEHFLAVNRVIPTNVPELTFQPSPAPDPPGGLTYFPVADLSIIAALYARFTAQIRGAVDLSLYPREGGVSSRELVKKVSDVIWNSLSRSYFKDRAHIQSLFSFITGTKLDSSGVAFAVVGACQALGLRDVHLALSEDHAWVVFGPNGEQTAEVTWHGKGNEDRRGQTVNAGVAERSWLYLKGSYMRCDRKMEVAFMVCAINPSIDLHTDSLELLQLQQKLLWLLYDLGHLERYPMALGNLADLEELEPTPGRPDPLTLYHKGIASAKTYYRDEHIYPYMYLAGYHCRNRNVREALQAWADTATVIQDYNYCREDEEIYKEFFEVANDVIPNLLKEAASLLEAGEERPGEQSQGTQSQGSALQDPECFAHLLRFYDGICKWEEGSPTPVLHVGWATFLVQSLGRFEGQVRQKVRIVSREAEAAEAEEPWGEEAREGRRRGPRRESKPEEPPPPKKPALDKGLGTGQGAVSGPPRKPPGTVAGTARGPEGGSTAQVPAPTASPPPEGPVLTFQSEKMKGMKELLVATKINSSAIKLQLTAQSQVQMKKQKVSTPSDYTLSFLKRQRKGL
FLuc counter: firefly luciferase modulation, counter-screen for miR-21 project | purified FLuc, Km substrates, luminescence inhibition | Potency, µM (series often up to 57.5 µM), for the others: top-dose activity change, negative = inhibition, actives largely listed as inhibitors | hit rate 6.9% among 360,000;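 further: potency means the concentration at half of the fitted maximal effect; plate controls were vehicle for no effect and reference inhibitor for full effect; nearly all actives have a fitted effect of over 55% in size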
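Biochemical qHTS of compounds, final roughly 60 µM downward over six points, against 10 nM purified firefly luciferase using Km concentrations of substrates (10 uM D-luciferin, 10 uM ATP) in Tris acetate pH 7.5 buffer; luminescence output.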
An asterisk follows results filed as active; u = inconclusive; x = no result given; [ ] = remark or other dose. Unless noted, the call rests on the fitted dose curve; in most records, active means well fitted curve in the direction sought with a large enough effect; inconclusive means small, poorly fitted or top-dose-only effect, or another doubt; inactive means no such curve, though single readings can be large; an effect the other way counts as inactive or inconclusive.

SMILES	Rab9 promoter act	MBNL1 CUG block	Mito fusion yeast	RORgamma inh	NPC1 promoter act	Gal4-VP16 FLuc	PKM2 activator	ELG1 DNA repair	KCNH2 3.1 inh	Menin MLL FP TR	FLuc counter
N#CC(c1ccc(F)cc1)c1ccc(C(=O)c2ccc(F)cc2)cc1 (stereo unspecified)	-6%	0%	16%	-7%	-3%	u	-1%	u	-25	1%	-2%
O=C(NCc1ccco1)C1CC(c2ccccc2O)=NO1 (stereo unspecified)	0%	0%	-7%	-36%	-10%	3%	-4%	-16%	-7	6%	-8%
COc1cccc(NC(=O)N2C3CCCC2CC(NC(=O)C2CC2)C3)c1 (stereo unspecified)	3%	-4%	2%	-7%	-5%	-8%	-1%	3%	-7	-2%	-3%
COc1ccc(S(=O)(=O)NC2CC3CCC2C3)cc1 (stereo unspecified)	0%	-1%	-12%	9%	2%	-4%	-1%	-17%	22	-5%	-2%
CSc1cccc(-n2c(C)cc(C(N)=O)c2C)c1	-3%	-2%	4%	6%	-2%	1%	13%	9%	20	-6%	1%
COc1ccc(-c2csc(N3N=C(C)C(C)C3=O)n2)cc1 (stereo unspecified)	4.5µM*	x	0%	8.9µM*	u	u	3%	u	9	10%	8.5µM*
CNC(=S)NNC(=O)c1cccn(Cc2ccc(Cl)c(Cl)c2)c1=O	-2%	-3%	1%	10%	0%	-15%	-14%	-6%	0	x	0%
CC(=O)Nc1ccc(NC(=O)C(C)OC(=O)c2ccccc2Sc2ccccc2C#N)cc1 (stereo unspecified)	-1%	3%	-9%	16%	-2%	9%	-2%	-10%	1	6%	0%
O=[N+]([O-])c1ccc(-c2c[nH]c(=S)[nH]2)cc1	0%	u	7%	-9%	5%	0%	3%	u	8	x	u
O=C(NC(NC(=O)c1ccccc1)C(=O)c1ccccc1)c1ccccc1	3%	-8%	-8%	u	0%	-10%	-1%	u	-3	u	10%
CC1(C)Cc2c(ccc3ccccc23)-c2nnc(-c3cccnc3)n21	0%	18%	0%	-4%	2%	-5%	0%	-20%	-11	-27%	u
CCOC(=O)c1ccccc1NC(=O)c1cn(-c2ccc(OC)cc2)c(=O)c2ccccc12	-5%	-1%	29%	u	-1%	-11%	-1%	6.5µM*	5	0%	3%
CCOC(=O)CSc1nc(C)c2cccc(C)c2n1	2%	x	0%	-11%	0%	7%	1%	-2%	-9	x	5%
CCOC(=O)C1=C(CN2CCSCC2)NC(=O)NC1c1ccc2c(c1)OCO2 (stereo unspecified)	-1%	-5%	1%	-2%	2%	-4%	7%	1%	-3	-23%	-1%
COc1ccc(C(=O)OCCCc2cc3ccccc3c(=O)o2)cc1	-5%	x	15%	x	-1%	x	x	9%	14	x	-1%
O=C(O)COc1ccc2oc3ccccc3c2c1	-9%	-5%	-1%	-9%	-1%	-13%	-8%	-9%	-1	10%	u
Cc1ccc(N(C(=O)c2ccc(CN3CCOCC3)o2)C(C(=O)NCCC(C)C)c2cccs2)c(C)c1 (stereo unspecified)	1%	x	-3%	-6%[10 µM]	-4%	u	u	-15%	-16	-11%	6%
Cc1cc(/C=C2\SC(=O)NC2=O)c(C)n1-c1ccc(N2CCOCC2)cc1	1%	1%	4%	24%	14%	-4%	-5%	-21%	7	x	-7%
CCOc1ccccc1Nc1ccc(C(=O)O)cc1NC(C)=O	1%	-3%	6%	3%	-3%	17%	-3%	-13%	15	u	6%
Cc1ccc(OCCN2CCN(C)CC2)c([N+](=O)[O-])c1	-5%	14%	-2%	-13%	-4%	5%	-5%	4%	20	-7%	-6%
O=C(c1ccc(-c2ccc(Cl)cc2)o1)N1CCN(c2ccc([N+](=O)[O-])cc2Cl)CC1	-20%	0%	2%	u	-10%	-1%[0.365 µM]	3%	u	-83*	-7%	-2%
COc1ccc(CN(CC(=O)NCCc2ccccc2)C(=O)CCC(=O)Nc2cc(C)ccn2)cc1	1%	1%	1%	1%	-1%	2%	x	-22%	-12	x	3%
COc1cc(/C=C2/C(=O)N(c3cccc(Br)c3)N=C2C)cc(OC)c1O	0%	12%	-18%	-41%	-3%	6%	x	-1%	9	u	17µM*
Cc1nnsc1C(=O)Nc1ccccc1Cl	0%	-3%	2%	-2%	2%	-3%	-4%	5%	8	-1%	0%
Cn1cc(S(=O)(=O)N2CCCC2)cc1C(=O)NCCc1ccccc1	17%	2%	0%	u	0%	5%	28%	10%	-2	-9%	-10%

Additional results.
SMILES	Rab9 promoter act	MBNL1 CUG block	Mito fusion yeast	RORgamma inh	NPC1 promoter act	Gal4-VP16 FLuc	PKM2 activator	ELG1 DNA repair	KCNH2 3.1 inh	Menin MLL FP TR	FLuc counter
c1ccc(-c2csc(-n3cnnn3)n2)cc1	-9%	2%	2%	-15%[10 µM]	1%	-1%	-3%	-12%	-6	1%	1%
O=C(c1ccccc1)N1CCCC(c2ccc(Cl)cc2)=N1	-8%	5%	9%	u	-1%	u	2%	5%	0	3%	-7%
O=C(NCCCc1ccccc1)c1ccc(CS(=O)Cc2ccc(Cl)cc2)o1 (stereo unspecified)	-5%	-1%	-1%	26%	4%	21%	x	1%	-85*	x	6%
CC(C)Cn1c(N)c(C(=O)CCl)c(=O)n(C)c1=O	1%	6%	-3%	38%	-8%	-1%	1%	-28%	14	1%	-19%
CSc1nnc(C)c(=O)n1COC(=O)COc1ccc(F)cc1	-2%	-7%	-5%	-9%	-4%	13%	0%	9%	3	-28%	-1%
O=C(O)Cc1cc(C(=O)Nc2ccc(Br)cc2)sc1-c1ccccc1	-1%	274%[activator]	12%	33%	3%	-23%	-16%	2%	x	u	-16%
COc1ccc(C(=O)Nc2ccc3oc(Cc4ccc(Cl)cc4)nc3c2)cc1OC	-2%	2%	2%	7%	-4%	4%	-6%	21µM*	8	u	-12%
CCCCn1nnc(NC(=O)C(c2ccccc2)c2ccccc2)n1	-10%	-2%	0%	14%	0%	-17%	-1%	-6%	13	4%	-16%
N#Cc1nc(COc2ccc(-c3ccccc3)cc2)oc1NCCCN1CCOCC1	9%	-10%	8%	u	10%	7%	-5%	-29%	u	2%	u
OC(c1ccccc1)c1nc2ccccc2[nH]1 (stereo unspecified)	0%	-5%	0%	-27%[1.91 µM]	-4%	6%	2%	-5%	5	-1%	8%
O=c1cc(CSc2nnnn2-c2ccccc2)nc2sccn12	-2%	3%	-1%	17%	0%	-9%	u	4%	-72*	2%	-2%
COc1ccc(C2C(C#N)=C(N)OC3=C2C(=O)CC(C)(C)C3)c([N+](=O)[O-])c1OC (stereo unspecified)	-2%	1%	1%	16%	3%	-5%	5%	12%	-4	x	2%
O=C(c1ccccc1)N1CCCC(C(=O)N2CCN(c3ccccc3)CC2)C1 (stereo unspecified)	1%	-3%	-1%	12%	1%	-1%	7%	-1%	-7	x	-3%
CCCN(Cc1ccccc1)C(=S)Nc1ccc(OCC)cc1	15%	-4%	-12%	10µM*	25%	-22%	1%	-1%	11	13%	2%
c1ccc(-n2ncc3c(NCCCN4CCOCC4)ncnc32)cc1	4µM*	-7%	1%	u	3.2µM*	u	11%	u	-14	-12%	24µM*
O=C(COC(=O)Cc1ccc(F)cc1)Nc1cc(S(=O)(=O)N2CCOCC2)ccc1N1CCCC1	-3%	-8%	0%	34%	-2%	-4%	-14%	0%	1	19%	-2%
CCc1ccc(NC(=O)CCCn2nc(CC)n3c(cc4occc43)c2=O)cc1	2%	-6%	8%	26%	-3%	-5%	x	-4%	-22	-13%	-1%
Cc1nn(-c2ccccc2)c(C)c1NC(=O)Cc1cccs1	1%	26%	1%	42%	0%	13%	3%	11%	7	2%	1%
CC(=O)Nc1ccc(S(=O)(=O)N2CCN(c3cc(C)ccc3C)CC2)cc1	-1%	0%	u	1%	-4%	-6%	3%	7%	1	u	0%
Cc1onc(-c2ccccc2)c1C(=O)N1CCCN2C(=O)c3ccccc3C21 (stereo unspecified)	-1%	x	3%	3%	-3%	-3%	-7%	-22%	-7	x	3%
O=C(CSCC(=O)Nc1cccc2ccccc12)Nc1cccc2ccccc12	0%	4%	-1%	u	2%	2%	-3%	u	-3	x	-4%
CC(=O)N1CC2(C)CN(C(C)=O)CC(C)(C1)C2	2%	-1%	-4%	-1%	-7%	-16%	-2%	x	6	8%	2%
O=C(Nc1ccc(N2CCOCC2)c(Cl)c1)c1ccco1	3.5µM*	-2%	2%	u	1.4µM*	u	-4%	u	7	26%	9.5µM*

Not all compounds are listed (hit frequency here may not be typical).
